Screening data (PubChem)
TDP1 inh: qHTS Assay for Inhibitors of Tyrosyl-DNA Phosphodiesterase (TDP1) | Tyrosyl-DNA phosphodiesterase 1 (Homo sapiens), Q9NUW8 | recombinant TDP1, AlphaScreen DNA substrate cleavage | Potency, µM (highest dose often 130 µM), inactives show at the highest dose activity change, negative = inhibition, usual class: inhibitors | actives 0.28% (n = 350,000); also: nearly all actives have a fitted effect of over 40% in size
Target sequence (Q9NUW8 whole entry, looked up): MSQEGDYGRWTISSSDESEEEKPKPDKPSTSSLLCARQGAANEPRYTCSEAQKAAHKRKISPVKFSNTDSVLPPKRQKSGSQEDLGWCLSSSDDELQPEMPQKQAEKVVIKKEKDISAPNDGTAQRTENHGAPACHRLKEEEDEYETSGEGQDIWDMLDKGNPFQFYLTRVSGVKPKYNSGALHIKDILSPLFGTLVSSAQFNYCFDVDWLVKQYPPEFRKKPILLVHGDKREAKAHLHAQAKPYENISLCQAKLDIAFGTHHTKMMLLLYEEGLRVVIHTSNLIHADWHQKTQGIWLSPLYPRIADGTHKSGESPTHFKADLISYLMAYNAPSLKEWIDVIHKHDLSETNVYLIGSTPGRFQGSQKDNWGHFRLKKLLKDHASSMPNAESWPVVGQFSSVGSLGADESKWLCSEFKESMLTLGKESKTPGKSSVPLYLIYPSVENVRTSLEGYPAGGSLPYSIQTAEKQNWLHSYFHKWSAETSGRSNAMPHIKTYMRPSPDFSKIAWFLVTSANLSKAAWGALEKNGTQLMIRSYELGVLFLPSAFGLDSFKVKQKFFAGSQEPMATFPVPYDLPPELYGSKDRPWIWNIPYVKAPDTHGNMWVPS
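Signal: AlphaScreen proximity between streptavidin donor and anti-FITC acceptor beads on intact substrate. Reaction: Tdp1 1 nM, substrate 15 nM final, 5 min RT after 15 min compound preincubation.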
N370S GC: qHTS Assay for Inhibitors and Activators of N370S glucocerebrosidase as a Potential Chaperone Treatment of Gaucher Disease. N370S GC spleen homogenate, 4MU-glucoside fluorescence. Potency, µM (highest dose often 59.4 µM), for inactives: at the highest dose activity change, negative = inhibition, actives largely listed as inhibitors. actives 0.092% (n = 330,000). AID 2101, 2009;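 also: 0% = full enzyme activity and -100% = no enzyme basal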
FEN1 inh: qHTS Assay for the Inhibitors of Human Flap endonuclease 1 (FEN1) | Recombinant FEN1 flap cleavage, fluorescence, 15 min | Potency, µM (top dose mostly 114 µM), for inactives: top-dose activity change, negative = inhibition, hits mostly inhibitors | actives 0.35% (n = 390,000); also: nearly all actives have a fitted effect of over 65% in size
Target sequence (P39748 whole entry, looked up): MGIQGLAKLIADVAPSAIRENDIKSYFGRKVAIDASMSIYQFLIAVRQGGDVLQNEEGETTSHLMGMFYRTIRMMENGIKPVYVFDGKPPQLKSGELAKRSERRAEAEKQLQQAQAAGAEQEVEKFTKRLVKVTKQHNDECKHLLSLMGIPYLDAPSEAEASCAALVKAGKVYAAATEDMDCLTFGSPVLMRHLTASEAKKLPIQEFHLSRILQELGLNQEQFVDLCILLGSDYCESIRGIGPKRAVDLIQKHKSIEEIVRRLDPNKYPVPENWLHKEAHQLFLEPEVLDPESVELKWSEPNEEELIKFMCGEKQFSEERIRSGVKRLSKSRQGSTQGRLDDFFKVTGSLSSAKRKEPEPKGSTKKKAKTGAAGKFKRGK
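FEN1 at 10 nM, compound pretreatment for 15 min (room temperature), 50 nM final substrate to initiate; endpoint reads at 0 and 15 min; DMSO-only plates used as vehicle background.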
Starred values were filed as active, the others as inactive; u = inconclusive; x = not tested or not shown; & = joins results of further samples; [ ] = dose if it differs, or a comment. Calls follow the shape of the dose curve; as a rule, active = well fitted curve in the direction sought with a large enough effect; inconclusive = small, poorly fitted or top-dose-only effect, or another doubt; inactive = no such curve, though single readings can be large; an effect the other way counts as inactive or inconclusive. Unless noted, % is scaled to controls: 0 for no effect and ±100 for the full control effect; potency is read from the fitted curve at half-maximal effect. Compounds were not picked by outcome; about 0.57% have a hit in one of these screens.

The line under a structure holds: TDP1 inh | N370S GC | FEN1 inh
- O=C(NC(=S)N1CCCCC1)c1cccnc1
 : 6% | 3% | 7%
- c1ccc(CNc2ccnc(-c3ccc4c(c3)OCO4)n2)cc1
 : u | -16% | x
- COc1cccc(/C=N/NC(=O)Cn2cnc3c2c(=O)n(C)c(=O)n3C)c1
 : 7% | 1% | 14%
- Cc1ccc(S(=O)(=O)Nc2ccc3nc(-c4ccc(F)cc4)oc3c2)cc1
 : 3% | x | 3%
- CC(=O)OCC1OC(Sc2cccc3cccnc23)C(OC(C)=O)C(OC(C)=O)C1OC(C)=O (configuration not stated)
 : 7% | -5% | 7%
- COC(=O)c1cc2oc3ccccc3c2n1Cc1cc(C)ccc1C
 : -2% | x | 17%
- O=C(NNc1nc2c(F)cccc2s1)c1cc(=O)c2ccccc2o1
 : x | -7% | 1%
- N#CCCN1CCNCC1
 : 2% | 7% | 0%
- Clc1ccc(CSc2ccc(-c3ccco3)nn2)cc1
 : 3% | -3% | -4%
- CN(C(=O)c1ccc(NC(=O)Cc2ccc(NC(=O)C3CCCN(C(=O)CCc4ccccc4)C3)cc2)cc1)C1CC1 (configuration not stated)
 : 6% | x | -3%
- O=C(O)CSc1nnc(-c2ccco2)o1
 : 4% | -1% | 1%
- COc1cc2c(C(=O)N3CCN(c4cccc(Cl)c4)CC3)cn(CC(C)C)c(=O)c2cc1OC
 : 6% | 2% | -1%
- c1ccc2sc(SSc3nc4ccccc4s3)nc2c1
 : 16%&16% | -8% | x
- CCOC(=O)c1ccc(N2C(=O)c3n[nH]c(-c4cccs4)c3C2c2cccc(F)c2)cc1 (configuration not stated)
 : -2% | x | -9%
- CSc1cc(CS(=O)(=O)c2ccccc2)nc(-c2ccccc2)n1
 : 0% | -10% | -10%
- O=C1NC2(CCCC2)N=C1c1ccc(Cl)cc1
 : 4% | -4% | -16%
- CC(=O)Nc1ccc(S(=O)(=O)NCCc2ccc(S(N)(=O)=O)cc2)cc1
 : 5% | -1% | -2%
- CS(=O)(=O)N1CCC(C(=O)Nc2ccccc2Br)CC1
 : x | 0% | -6%
- Nc1cc(-c2nc3ncccc3o2)ccc1Cl
 : 1% | 11% | 10%
- CC(C)(C)c1ccc(C2CC2C(=O)N/N=C\c2cc3ccccc3nc2Cl)cc1 (configuration not stated)
 : 5% | -3% | -4%
- CC(C)C(=O)Nc1nnc(S(=O)(=O)N2c3ccccc3CC2C)s1 (configuration not stated)
 : 3% | -21% | -4%&19%
- CCOC(=O)c1ccc(NC(=O)c2cc3sccc3n2Cc2ccc(Cl)cc2)cc1
 : -1% | x | -23%
- CC1=CS(=O)(=O)CC1Sc1nc(C)n[nH]1 (configuration not stated)
 : 2% | 10% | 21%
- CCOC(=O)c1nn(-c2ccccc2)c(C)c1C(C)=O
 : -2% | x | 14%
- Cc1ccc(NC2CCCN(C(=O)c3cn4cccc(C)c4n3)C2)cc1C (configuration not stated)
 : 5% | 17% | -2%
- COc1ccc(S(=O)(=O)c2cn(C)c3cc(N4CCCCCC4)c(F)cc3c2=O)cc1
 : 7% | x | 11%
- COc1ccc(CNC(=O)c2ccc(CS(=O)(=O)c3ccc(Br)cc3)o2)cc1
 : 2% | 0% | 12%&-4%
- O=C(CNCc1ccccc1)NC1C2CC3CC(C2)CC1C3 (configuration not stated)
 : x | 2% | -7%
- COc1cc(-c2nn3c(COc4ccccc4)nnc3s2)cc(OC)c1OC
 : -1% | -16% | -5%
- COC(=O)/C=C1/SC(=Nc2ccc(C)cc2C)NC1=O
 : -1% | 4% | -3%
- O=C(NCC1CCCO1)C1c2ccccc2C(=O)N1Cc1ccc2c(c1)OCO2 (configuration not stated)
 : 6% | 11% | 0%
- Cc1cc(=O)[nH]c(SCC(=O)Nc2ccc(C)c(S(=O)(=O)N3CCCCC3)c2)n1
 : 6% | 8% | -11%
- Cc1nn(-c2ccccc2)c(N2CCCC2)c1/C=N/NC(=S)Nc1ccccc1C(F)(F)F
 : 8% | u | -11%
- COc1ccc(-c2csc3ncnc(N4CCN(S(=O)(=O)c5ccc(C(C)=O)cc5)CC4)c23)cc1
 : x | -1% | -8%
- CC(C)C[C@H](NC(=O)[C@H](Cc1ccccc1)NC(=O)[C@H](Cc1ccccc1)NC(=O)[C@@H](N)CO)C(=O)N[C@@H](CCCN=C(N)N)C(=O)N[C@@H](CC(N)=O)C(=O)O
 : 5% | -3% | x
- Cc1ccc(CN2CCC(C(=O)NCCC(C)C)CC2)o1
 : -1% | -8% | -3%
- Cc1ccc(CC(=O)OC(C)C(=O)NC2CCCCC2C)cc1C (configuration not stated)
 : -1% | x | -4%
- CCCS(=O)(=O)c1c(S(=O)(=O)CCC)c2c3ccccc3ccn2c1C(N)=O
 : -2% | 6% | -8%
- Cc1cccc(CN2CCN(Cc3ccc(-n4cccn4)cc3)CC2CCO)n1 (configuration not stated)
 : x | 7% | 16%
- CC1CC(=O)Nc2cc([N+](=O)[O-])ccc2N1 (configuration not stated)
 : x | -11% | -4%
- Oc1cc(Nc2cccnc2)cc2cccnc12
 : 5% | x | -24%
- CCC(C)C(=O)NCCc1ccc(S(N)(=O)=O)cc1 (configuration not stated)
 : 0% | 4% | 3%
- Cc1ccc(C2C3=C(Nc4[nH]n(-c5ccccc5)c(=O)c42)c2ccccc2C3=O)cc1 (configuration not stated)
 : -1% | 2% | x
- COc1ccc(S(=O)(=O)N2CCC[C@H]2C(=O)NCc2ccc(Cl)cc2)cc1
 : 7% | -2% | -14%
- O=C(Nc1cccc2ccccc12)C(=O)C1C(=O)Nc2ccccc21 (configuration not stated)
 : 10% | 6% | -9%
- CC1(C)Oc2ccc3ccc(=O)oc3c2-c2cnoc21
 : 7% | -4% | 54%[activator]
- Cc1ccc(-c2cc(C(=O)NN=C3CCCC3)c3ccccc3n2)cc1
 : 2% | 2% | 4%
- Cc1ccc(-n2nc3c(=O)n(CC(=O)NCCc4ccco4)nc(C)c3c2C)cc1
 : 4% | -9% | 1%
- CC(C)c1ccc(NC(=O)CCCN2C(=S)NC(C)(C)CC2C)cc1 (configuration not stated)
 : -4% | 0% | 11%
- CC(C)n1nnc2c(=O)oc3ccccc3c21
 : 3% | 1% | 4%
- CSCC[C@H](NC(=O)OC(C)(C)C)C(=O)N/N=C/c1cccc2cccnc12
 : 3% | 7% | -2%
- COc1ccccc1N1CCN(c2ccc([N+](=O)[O-])cc2Cl)CC1
 : -1% | 28% | -2%
- Cn1nnnc1SCCNCC#Cc1ccccc1
 : -5% | 5% | -7%
- Cc1occc1-c1nnc(SCC(=O)Nc2ccc(F)cc2)n1Cc1ccccc1
 : 4% | -4% | -3%
- CC(CN1CCC(n2nccc2NC(=O)c2ccccc2Cl)CC1)c1ccccc1 (configuration not stated)
 : 2%[56.1 µM] | -2% | 8%
- COc1ccc(CCNC(=O)c2cc(S(=O)(=O)N3CCCCCC3)ccc2OC)cc1OC
 : 5% | -5% | -16%
- Cc1cc(S(=O)(=O)Nc2nc(CN3CCOCC3)nc3sc4c(c23)CCCC4)ccc1F
 : 2% | u | 8%
- Cc1ccc(NC(=O)[C@H](C)NC(=O)C2CCN(C(=O)[C@H](CC(C)C)NC(=O)OC(C)(C)C)CC2)cc1
 : x | -13% | 11%
- O=C(O)Cc1sc(Nc2ccccc2)nc1-c1ccccc1
 : 5% | x | -9%
- CCc1ccc(N2CCn3c2nc2c3c(=O)n(Cc3ccc(F)cc3)c(=O)n2C)cc1
 : -3% | x | -13%

New compounds follow:
The line under a structure holds: TDP1 inh | N370S GC | FEN1 inh
- NC(=O)CC[C@@H]1NC(=O)[C@H](Cc2ccc(O)cc2)NC(=O)c2cc([N+](=O)[O-])cc(F)c2OCC[C@@H](C(N)=O)NC1=O
 : 0% | -1% | -23%
- Cc1ccc(C(=O)NCC(c2cccs2)N(C)C)cc1S(=O)(=O)N1CCOCC1 (configuration not stated)
 : 0% | x | 3%
- Nc1c([N+](=O)[O-])c(=O)oc2ccccc12
 : -5% | -3% | 14%
- CCOC(=O)N1CCN(C(=O)CSc2ccc(-c3ccc(OC)cc3)nn2)CC1
 : 1% | -10% | 5%
- COc1ccc2cc3cc(C(=O)N4CCCCC4C)oc3nc2c1 (configuration not stated)
 : 0% | 27% | -7%
- COc1ccc(NC(=O)NCCCN2CCC(Cc3ccccc3)CC2)cc1
 : x | -9% | -16%
- Cc1ccc(NC(=O)CNc2cccc(S(=O)(=O)N3CCOCC3)c2)cc1F
 : 0% | 8% | -5%
- Cc1cc(C)n(S(=O)(=O)c2ccccc2[N+](=O)[O-])n1
 : x | -8% | -11%
- CCN1CCN(Cc2c(O)ccc3oc(C)c(C(=O)Nc4ccc(C)cc4C)c23)CC1
 : 2% | x | 22%
- Cc1nn(-c2ccccc2)c(Cl)c1C(=O)Nc1c(C)n(C)n(-c2ccccc2)c1=O
 : 2% | -7% | 14%
- Cc1cc(=O)oc2c(C)c(OC3CCCCC3=O)ccc12 (configuration not stated)
 : x | 1% | -9%
- Cc1ccc(Cc2nc(-c3cccnc3)no2)cc1
 : 5% | 6% | 15%
- Cn1ncc(SCc2ccccc2)c(Cl)c1=O
 : -1% | 3% | 1%
- CN(C)S(=O)(=O)c1cc(C(=O)OCCn2cnc3c2c(=O)n(C)c(=O)n3C)ccc1Cl
 : 2% | 6% | -16%
- CCCC1=C(C(=O)OCC)C(c2c(C)nn(-c3ccccc3)c2Cl)C(C#N)=C(N)O1 (configuration not stated)
 : 8% | -7% | -12%

Quoted at random: 6 records from the list
The line under a structure holds: TDP1 inh | N370S GC | FEN1 inh
- Clc1ccc(CSc2ccc(-c3ccco3)nn2)cc1
 : 3% | -3% | -4%
- Cc1cc(=O)oc2c(C)c(OC3CCCCC3=O)ccc12 (configuration not stated)
 : x | 1% | -9%
- Cc1cccc(CN2CCN(Cc3ccc(-n4cccn4)cc3)CC2CCO)n1 (configuration not stated)
 : x | 7% | 16%
- Nc1c([N+](=O)[O-])c(=O)oc2ccccc12
 : -5% | -3% | 14%
- CSc1cc(CS(=O)(=O)c2ccccc2)nc(-c2ccccc2)n1
 : 0% | -10% | -10%
- Cc1ccc(CN2CCC(C(=O)NCCC(C)C)CC2)o1
 : -1% | -8% | -3%

Continued:
The line under a structure holds: TDP1 inh | N370S GC | FEN1 inh
- CC(=O)c1ccc(NC2=NS(=O)(=O)c3ccccc32)cc1
 : 2% | x | 7%
- O=C(NC(=S)Nc1ccc2oc(=O)ccc2c1)c1ccco1
 : 5% | 1% | 9%
- CCC(C(=O)NCc1cccnc1)n1nc(C)n2c(cc3occc32)c1=O (configuration not stated)
 : 3% | -9% | 4%
- COc1ccccc1CNC(=O)c1ccc(CS(=O)(=O)c2ccc(C)cc2)o1
 : -11% | 0% | -15%
- COc1ccc(N2CCN(C(=O)CSc3nnc(COc4cccc5cccnc45)o3)CC2)cc1
 : 7% | 3% | -18%
- CCOC(=O)C1CCCN(CC(=O)Nc2cc(C)cc(C)c2)C1 (configuration not stated)
 : 5% | -4% | -2%
- COc1ccc(CCNC(=O)COC(=O)Cn2cnc3ccccc3c2=O)cc1
 : 4% | -12% | 1%
- CC(C)Oc1ccc(C(=O)OCC(=O)NC2CCCCCC2)cc1
 : -2% | x | -18%
- O=C(COC(=O)Cc1ccc(Cl)cc1)NCc1ccc2c(c1)OCO2
 : 9% | -9% | 8%
- Cc1cc(C)c(-n2c(SCC(=O)N3CCOCC3)n[nH]c2=O)c(C)c1
 : x | 7% | 17%
- Cc1cc(NC(=O)COC(=O)CCNS(=O)(=O)c2c(Cl)cccc2Cl)no1
 : 5% | -6% | -2%
- CCOc1ccccc1CNC(=O)C1CCN(S(=O)(=O)c2c(C)noc2/C=C/c2ccccc2F)CC1
 : -2% | x | 13%
- CCCn1nnnc1SCC(=O)N(C(C)C)C(C)C
 : 2% | -2% | 2%
- CCOc1ccc([N+](=O)[O-])cc1CNC1CCCCCCC1
 : 3% | -14% | -3%
- O=C(c1ccc2c(c1)OCO2)N1CCN(c2ccc(Cl)cc2)CC1
 : 3% | 3%[2.35 µM] | -20%
- O=C(NCc1ccccc1)c1ccc(CS(=O)Cc2ccc(Cl)cc2)o1 (configuration not stated)
 : 1% | -14% | 13%
- CCOC(=O)C1CCN(C(=O)COC(=O)c2cc(-c3cccs3)nn2-c2ccccc2)CC1
 : 11% | 0% | 9%
- CCN(CC(=O)NC(C)(C)C)C(=O)COc1c(Cl)cc(Cl)c2ccc(C)nc12
 : 2% | 5% | 15%
- CCc1ccc(CNC(=O)c2ccc3c(c2)N=C(C)c2cc(C)ccc2S3)cc1
 : 2% | x | 6%
- CC(=O)Oc1cccc(N2C(=O)c3cccc4c([N+](=O)[O-])ccc(c34)C2=O)c1
 : x | 4% | -1%
- Cc1cccc(-c2noc(CN(C(=O)CCc3ccccc3)C(C)C)n2)c1
 : 0% | 27% | -19%
- COc1ccc(NC(=O)CNS(=O)(=O)c2ccccc2)cc1Cl
 : 6% | 1% | 0%
